STEP inh: STEP phosphatase inhibitors, primary screen, biochemical, fluorescence intensity, uHTS. AID 588621, 2011. hit rate 0.25% among 360,000. recombinant STEP, OMFP fluorogenic substrate. inhibition, % at 20 µM;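 active = inhibition at 20 µM, scaled per plate between control wells, above about 37%, limit read from the data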;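 note: 0% = DMSO with enzyme and substrate and 100% = substrate only without enzyme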
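System: STEP phosphatase, cell-free reaction; Buffer or medium: Bis-Tris pH 6.0 buffer with DTT, detergent; Incubation: 20 min at room temperature, dark; Measured by: fluorescence, 480/540 nm.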
MT1-MMP act inh: blockers of MT1-MMP proenzyme processing, primary screen, HT1080 RFP-PRO-GFP cells, GFP/RFP fluorescence; Matrix metalloproteinase-14 (Homo sapiens), P50281; GFP/RFP ratio fluorescence, overnight; percent of plate control window, DMSO zero; GFP/RFP ratio change, % at 20 µM; hit rate 0.061% among 360,000; AID 651647, 2012;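 active = GFP/RFP ratio change of at least 30% with cell ATP level not reduced by more than half and red fluorescence within 50% of control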; note: strong numbers were not always called active
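Read-out: GFP/RFP fluorescence ratio; Test system: RFP-PRO-GFP reporter HT1080 cells; Compound dosing: single-point 20 µM compound, 1% DMSO; Times: overnight compound exposure at 37 °C.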
DNMT1 block: human DNMT1 methyltransferase inhibitors, primary screen, biochemical, molecular beacon, fluorescence, HinP1I cleavage, uHTS; inhibition (reported as % activation of signal), % at 10 µM; hit rate 0.83% among 360,000; AID 588458, 2011; in the data active = inhibition above about 50%
SUMO1 PPI mod: modulators of SUMO1 protein-protein interactions, primary screen, biochemical, uHTS | Small ubiquitin-related modifier 1 (Homo sapiens), P63165 | SUMO1 binding to a labelled peptide, TR-FRET, 1 h | inhibition, % at 20 µM | hit rate 0.33% among 360,000 | AID 602429, 2012; in the data active = inhibition above about 37%
Target sequence (P63165 whole entry, looked up): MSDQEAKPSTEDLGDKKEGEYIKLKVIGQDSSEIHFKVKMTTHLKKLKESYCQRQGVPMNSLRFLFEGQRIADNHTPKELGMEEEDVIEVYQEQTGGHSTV
LMPTP block: LMPTP phosphatase inhibitors, primary screen, biochemical, fluorescence intensity, uHTS | Low molecular weight phosphotyrosine protein phosphatase (Homo sapiens), P24666 | recombinant LMPTP-A, OMFP fluorogenic substrate | inhibition, % at 20 µM | hit rate 0.22% among 360,000 | AID 651560, 2012;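 active = compounds that cut the enzyme signal by at least half of the control window in the single-dose screen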;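 note: plate controls were DMSO wells with enzyme plus substrate for no effect and substrate without enzyme for full effect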
Target sequence (P24666 whole entry, looked up): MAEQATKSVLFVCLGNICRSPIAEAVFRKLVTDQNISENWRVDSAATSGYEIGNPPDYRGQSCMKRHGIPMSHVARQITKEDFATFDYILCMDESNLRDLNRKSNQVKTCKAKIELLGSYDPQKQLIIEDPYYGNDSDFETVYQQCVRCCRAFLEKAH
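Test system: LMPTP-A, protein tyrosine phosphatase of low molecular weight; Input: 0.625 nM enzyme; Incubation: 50 min dark incubation at room temperature; Signal: endpoint fluorescence intensity from OMFP dephosphorylation; Read-out basis: % inhibition versus control wells.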
SKN-1 inh: suppressors of acrylamide-induced Pgst-4::GFP reporter in worms, primary screen, SKN-1 inhibitor project, whole organism, uHTS, GFP/RFP fluorescence ratio, strain VP596. C. elegans VP596 Pgst-4::GFP/RFP ratio, 24 h. inhibition, % at 21.8 µM. hit rate 0.49% among 360,000. AID 624304, 2012;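 active = interference check ratio from 0.5 to 1.5 plus GFP to RFP signal ratio inhibition reaching or exceeding a fixed threshold, cut at about 30% in these data, passing the limit was not always enough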; note: some compounds called inactive have numbers as strong as hits
Scp-1 inhibitor: Scp-1 phosphatase inhibitors, primary screen, biochemical, colorimetric, uHTS. Carboxy-terminal domain RNA polymerase II polypeptide A small phosphatase 1 (Homo …. Recombinant Scp1, phosphopeptide, malachite green phosphate absorbance. inhibition, % at 20 µM. hit rate 0.88% among 340,000;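 active = inhibition above about 50% at 20 µM, limit read from the data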;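 note: plate controls were DMSO wells with enzyme for no effect and wells lacking enzyme for full effect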
Target sequence (Q9GZU7 76-261 limits assumed): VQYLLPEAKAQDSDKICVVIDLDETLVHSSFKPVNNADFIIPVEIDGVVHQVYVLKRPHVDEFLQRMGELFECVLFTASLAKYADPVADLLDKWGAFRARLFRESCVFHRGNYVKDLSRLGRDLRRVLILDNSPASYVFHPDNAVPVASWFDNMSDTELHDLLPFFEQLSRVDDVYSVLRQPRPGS
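assay system = SCP-1 phosphatase catalytic domain, residues 76-261 | buffer or medium = 50 mM Tris acetate pH 5.5, 0.005% Tween-20, 10 mM MgCl2 | incubation = enzyme reaction 45 min at room temperature, colour 5 min, stabilisation 30 min | signal = Phosphate-binding colour reagent, absorbance read at 630 nm | measure = % inhibition at 20 µM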
Rpn11 block: Rpn11 (PSMD14) deubiquitinase inhibitors, primary screen, biochemical, fluorescence polarization, uHTS. hit rate 0.59% among 360,000. human 26S proteasome, Ub4-pepOG fluorescence polarization; 20S core pre-blocked with epoxomicin. calls only at 20 µM. 26S proteasome non-ATPase regulatory subunit 14 (Homo sapiens), O00487. AID 588493, 2011;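 active = inhibition at 20 µM, scaled to each plate's controls, above about 33%, limit read from the data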
Target sequence (O00487 whole entry, looked up): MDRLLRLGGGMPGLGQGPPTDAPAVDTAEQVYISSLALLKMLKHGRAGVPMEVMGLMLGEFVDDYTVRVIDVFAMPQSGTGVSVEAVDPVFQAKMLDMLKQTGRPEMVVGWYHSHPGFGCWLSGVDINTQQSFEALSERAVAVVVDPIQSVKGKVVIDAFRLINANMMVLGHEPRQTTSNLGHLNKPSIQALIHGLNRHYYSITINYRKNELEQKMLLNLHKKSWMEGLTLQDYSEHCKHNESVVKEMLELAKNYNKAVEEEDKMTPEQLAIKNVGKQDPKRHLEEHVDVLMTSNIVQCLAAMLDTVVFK
NadD inh: inhibitors of S. aureus NadD, primary screen, biochemical, colorimetric, uHTS; purified NadD enzyme, colorimetric absorbance read-out; inhibition, % at 20 µM; hit rate 0.78% among 360,000; in the data active = inhibition above about 26%; note: some compounds past the cut are filed as inactive
CendR NRP1 mod: modulators of CendR peptide binding to NRP-1, primary screen, biochemical, fluorescence polarization, uHTS. inhibition, % at 25 µM. FAM-RPARPAR peptide binding to NRP-1. Neuropilin-1 (Homo sapiens), O14786. AID 602438, 2012. hit rate 0.85% among 360,000;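 active = inhibition or corrected inhibition above about 18%, plus a signal ratio from 0.5 to 1.5, limit read from the data, passing the limit was not always enough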; note: strong numbers were not always called active
Numbers without * were called inactive; i = inactive; / = not tested or not shown.

Order of results: STEP inh	MT1-MMP act inh	DNMT1 block	SUMO1 PPI mod	LMPTP block	SKN-1 inh	Scp-1 inhibitor	Rpn11 block	NadD inh	CendR NRP1 mod
Brc1ccc(OCc2nc(-c3ccccn3)n[nH]2)cc1
    3	2	0	-1	-0.5	28*	1	i	-2	12
Cc1[nH]nc(-c2ccc(O)cc2O)c1Oc1ccccc1
    -1	6	2	18	-2.6	-8	-4	i	-2	-5
NC(=O)C1CCN(Cc2ccc(OCc3ccccc3)cc2)CC1
    1	3	-3	7	-1.6	-4	-6	i	-7	2
c1ccc(COc2ccc(OCCCNC3CCCC3)cc2)cc1
    -2	4	7	-1	0.1	8	-2	i	-7	3
CCN1C(=O)[C@H]2[C@H]3CN=C(SCC4CC4)N3[C@@](Cc3ccccc3)(C(=O)OC)[C@H]2C1=O
    -3	1	4	-2	1.6	-8	82*	i	12	-19
CCc1nccn1S(=O)(=O)c1cc(Br)ccc1OC
    -5	5	-2	2	-1.1	-17	-5	i	5	20
O=C(Cn1nc(Cc2cccnc2)c2ccccc2c1=O)Nc1ccccc1F
    2	6	1	-1	1.6	-6	-2	i	-4	-9
COc1ccc(-c2cc(=O)oc3cc(OCC(=O)Nc4ccc(CCO)cc4)ccc23)cc1
    0	5	-16	0	2.3	-24	5	i	-4	1
COc1ccc(-n2nc(C(=O)Nc3nc4ccc(OC)cc4s3)c3ccccc3c2=O)cc1
    4	3	25	-1	5.4	0	68*	i	6	1
O=C(NC1(C(F)(F)F)C(=O)Nc2c1c(=O)[nH]c(=O)n2Cc1ccccc1)c1ccc(Cl)cc1Cl (stereo not given)
    -3	-4	4	0	-2.0	5	0	i	-7	0
COc1ccc(NC(=O)CCCNC(=O)c2ccc(Cl)cc2)cc1S(=O)(=O)N1CCOCC1
    -2	-2	4	3	-2.3	-7	-5	i	-4	0
CCOC(=O)N(C)c1c(CC)nc2c(OCc3ccc(Cl)cc3Cl)cccn12
    3	3	-8	8	2.0	4	/	i	1	2
N#CC1=C(N)C(C#N)(C#N)C2(C(=O)Nc3ccccc32)C2CCCC=C12 (stereo not given)
    -5	-7	-8	-3	1.5	13	-6	i	1	-16
Cn1c2c(c3ccccc31)CCN(CCCCN1CCN(c3ccccc3)CC1)C2=O
    0	5	-11	-7	3.6	-8	7	i	-4	-2
CC1=C(C(=O)O)N2C(=O)C(NC(=O)c3c(F)cccc3F)C2SC1 (stereo not given)
    0	2	0	-1	-0.5	4	-1	i	2	-5
CCOC(=O)c1sc(/N=C/N(C)C)nc1C
    0	-3	-1	-3	-1.6	13	-11	i	-3	6
CC[C@@]12C(=O)N(c3cccc(F)c3)C(=O)N1[C@H](c1ccc(Br)cc1)[C@@H]1C(=O)N(C(C)(C)C)C(=O)[C@@H]12
    -3	-3	-7	-2	0.2	18	-8	i	-7	3
O=C(NC(=S)N1CCN(c2ccc(F)cc2)CC1)c1cccs1
    2	9	-2	1	0.9	-19	-1	i	0	-19
Cc1cc(NC(=O)CSc2nnc3c4c(C)c(C)sc4ncn23)no1
    0	0	9	7	-1.4	2	0	i	-2	-2
N#CCCCSc1nnc(Cc2ccc3c(c2)OCO3)o1
    1	2	-2	3	-0.7	20	-4	i	4	-8
N#Cc1cccc(C#N)c1Oc1ccc(S(=O)(=O)Nc2ccccc2)cc1
    -2	-8	1	5	1.9	-20	-7	i	-4	4
CC(C(=O)Nc1ccc(C(F)(F)F)cc1)N(C)CC(=O)N1CCN(Cc2ccccc2)CC1 (stereo not given)
    0	4	-1	0	1.4	4	-2	i	-3	7
COc1ccc(NC(=S)Nc2cnc3ccccc3c2)c(OC)c1
    -3	-1	-4	-4	-0.9	-20	-4	i	-4	0
Cc1cc(C)n(CCCNC(=O)CCNS(=O)(=O)c2ccccc2C(F)(F)F)n1
    -2	-5	1	1	-0.4	-19	-2	i	-2	-2
Cc1ccc2[nH]c(C)c(CCNC(=O)NC3CCCCC3)c2c1
    -4	8	-1	1	0.1	4	-9	i	-1	-3
CCOc1ccc(CCN2C(=S)N([C@@H](CC(C)C)CN3CCC[C@@H]3CN3C(=S)NC[C@@H]3Cc3ccccc3)C[C@@H]2Cc2ccc(O)cc2)cc1
    1	2	-28	0	5.1	12	/	i	36*	-13
O=C(c1cc(-c2ccc(Br)cc2)on1)N1CCOCC1
    0	1	5	-2	0.2	-10	10	i	-4	1
Cc1nn(Cc2ccc(Cl)cc2)c(C)c1NC(=O)C1CC=CCC1C(=O)O (stereo not given)
    -1	8	-2	2	-3.1	7	0	i	4	13
Cc1cc(C)nc(SCNC(=O)c2ccccc2)n1
    -1	6	0	0	-1.1	20	0	i	-1	15
Cc1cc(C(=O)O)c(CSc2ncn[nH]2)o1
    -4	-1	6	-1	-2.6	-3	-2	i	2	10
O=C(NCc1cccnc1)C1c2ccccc2C(=O)N1C1CCCCCCC1 (stereo not given)
    4	3	1	1	-0.8	0	6	i	-3	2
O=CN1Cc2[nH]c3ccccc3c2N(c2ccc(Cl)cc2)C1=O
    4	-5	-5	-20	-0.3	-1	6	i	4	10
O=C(Nc1ccc(NC(=O)C23CC4CC(CC(C4)C2)C3)cn1)c1ccco1
    1	1	-2	1	-0.9	15	6	i	-7	10
COc1ccc(CN(CCCN2CCOCC2)C(=O)Nc2cccc(Cl)c2)cc1OC
    0	-5	-3	-3	-2.3	1	1	i	-7	27*
O=C(NNC(=O)c1ccc(Br)o1)c1ccc(NS(=O)(=O)c2cccs2)cc1
    -1	1	0	-1	-1.7	-7	-7	i	5	1
COc1ccc(C(=O)N(Cc2ccco2)C(C(=O)NC2CCCC2)c2ccc(O)cc2)cc1OC (stereo not given)
    -2	3	-5	-1	0.6	-5	6	i	1	-3
CC(C)CN(C(=O)COC(=O)C1=COCCO1)c1c(N)n(Cc2ccccc2)c(=O)[nH]c1=O
    0	-1	2	8	-0.3	-2	-8	i	-3	-1
O=C(Cn1nnc(-c2ccccc2)n1)N1CCN(S(=O)(=O)c2ccc(Cl)cc2)CC1
    0	2	0	2	-1.5	-4	0	i	-5	-10
Cc1ccc(S(=O)(=O)c2cc3c(=O)n4ccccc4nc3n(C3CCCC3)c2=N)cc1
    2	3	-2	-4	4.6	-6	12	i	23	2
Cc1ccc(S(=O)(=O)N(CC(=O)N2CCC(C(N)=O)CC2)c2cccc(C(F)(F)F)c2)cc1
    -3	-2	-1	-3	0.3	3	-1	i	-4	8

Limited to MT1-MMP act inh, STEP inh and CendR NRP1 mod, for 2 of the compounds above:
compound,MT1-MMP act inh,STEP inh,CendR NRP1 mod
O=C(NCc1cccnc1)C1c2ccccc2C(=O)N1C1CCCCCCC1 (stereo not given),3,4,2
O=CN1Cc2[nH]c3ccccc3c2N(c2ccc(Cl)cc2)C1=O,-5,4,10

Some of the entries above, reformatted.
> Cc1ccc2[nH]c(C)c(CCNC(=O)NC3CCCCC3)c2c1
  STEP inh = -4
  MT1-MMP act inh = 8
  DNMT1 block = -1
  SUMO1 PPI mod = 1
  LMPTP block = 0.1
  SKN-1 inh = 4
  Scp-1 inhibitor = -9
  Rpn11 block = i
  NadD inh = -1
  CendR NRP1 mod = -3

> CCOc1ccc(CCN2C(=S)N([C@@H](CC(C)C)CN3CCC[C@@H]3CN3C(=S)NC[C@@H]3Cc3ccccc3)C[C@@H]2Cc2ccc(O)cc2)cc1
  STEP inh = 1
  MT1-MMP act inh = 2
  DNMT1 block = -28
  SUMO1 PPI mod = 0
  LMPTP block = 5.1
  SKN-1 inh = 12
  Scp-1 inhibitor = /
  Rpn11 block = i
  NadD inh = 36*
  CendR NRP1 mod = -13

Following part
Order of results: STEP inh	MT1-MMP act inh	DNMT1 block	SUMO1 PPI mod	LMPTP block	SKN-1 inh	Scp-1 inhibitor	Rpn11 block	NadD inh	CendR NRP1 mod
O=C(NCc1ccncc1)c1cc2ccccc2nc1Cl
    -1	-1	-1	3	-1.2	1	-1	i	-4	-5
CC(=O)NCCn1c(SCc2ccc(C)cc2C)nc2ccccc2c1=O
    -2	-1	-5	6	-2.2	5	-8	i	6	-3
Cc1cccc(Nc2nnc(SCC(=O)N(C)C3CCS(=O)(=O)C3)s2)c1C (stereo not given)
    -1	2	-1	2	-1.6	0	-4	i	0	9
CC(C)c1ccc(OCc2ccc(C(=O)NN3CCN(C)CC3)o2)cc1
    -1	-3	-1	3	-0.1	1	-5	i	-3	0
O=C(COC(=O)c1cnccn1)NCCc1ccc(Cl)cc1
    1	-3	-6	6	-0.5	13	-7	i	5	-11
CC(C)(C)OC(=O)N[C@@H](COCc1ccccc1)C(=O)N[C@@H](CO)[C@H](O)[C@@H]1C[C@@H]1C(=O)N1CCCC1
    -2	4	0	-3	-0.6	-11	9	i	4	8
CCOC(=O)C1CCCN(S(=O)(=O)CCNC(=O)c2ccc3c(c2)OCO3)C1 (stereo not given)
    1	0	2	0	-1.6	2	-4	i	-9	2
CC(C)OC(=O)N(C)C[C@@H]1OCc2cn(nn2)CCCC(=O)N([C@@H](C)CO)C[C@H]1C
    1	1	0	0	-2.7	18	/	i	-2	1
CC(C)CC(OC(=O)c1nsc(Cl)c1Cl)C(=O)NCc1cccs1 (stereo not given)
    2	-6	1	-3	0.5	-23	2	i	-3	2
Cc1sc2nc(CC(=O)NN)[nH]c(=O)c2c1C
    -1	-3	2	1	0.5	10	3	i	-2	2
CC(c1nc2ccccc2c(=O)[nH]1)N1CCOCC1 (stereo not given)
    4	0	-2	2	-0.6	3	-3	i	5	6
Cc1cc(C)c(NC(=O)/C(=C/c2ccccc2)c2ccccc2)c(C)c1
    0	-5	6	4	0.7	14	-2	i	3	-2
CC1=CSC2=NC(=O)/C(=C\c3cccn3-c3ccc([N+](=O)[O-])cc3)C(=N)N12
    3	12	-3	-12	-0.1	15	7	i	13	-14
COc1ccc(C)cc1NC(=O)CSc1ccc(-c2sc(C)nc2C)nn1
    1	4	0	-15	0.7	16	-6	i	-6	5
S=c1[nH]nc(-c2ccccn2)n1/N=C/c1ccc(Cl)c(Cl)c1
    1	-4	3	-4	0.5	5	-2	i	19	0
O=C(O)C1C2CC2CN1C(=O)c1ccc(Cl)cc1 (stereo not given)
    3	1	-5	1	-0.9	8	-7	i	0	9
